Tau FP inhib = qHTS for Inhibitors of Tau Fibril Formation, Fluorescence Polarization. Potency, µM (titrated, usually from 57.7 µM), for the others: top-dose activity, negative = inhibition, most hits filed as inhibitors. K18 P301L tau heparin fibrillization, Alexa594 FP, 6 h. Microtubule-associated protein tau (Homo sapiens), P10636. 0.39% of 280,000 active; note: nearly all actives have a fitted effect of over 55% in size
Target sequence (P10636 561-689 P618L limits assumed): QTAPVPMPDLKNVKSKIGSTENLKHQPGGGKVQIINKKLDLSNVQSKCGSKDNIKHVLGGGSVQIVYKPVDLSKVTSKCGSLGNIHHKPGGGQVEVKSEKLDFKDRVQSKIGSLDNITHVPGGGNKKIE
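FP of Alexa 594-tau after heparin (20 uM) induction. Substrate: human K18 P301L, 15 uM unlabeled, 0.24 uM labeled. Buffer 100 mM sodium acetate pH 7. 6 hr, 37 C.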
GLA spleen mod = qHTS Assay for Inhibitors and Activators of Human alpha-Galactosidase From Spleen Homogenate. human spleen homogenate, 4MU-alpha-Gal fluorescence, 40 min. Potency, µM (top dose mostly 80 µM), without a hit: at the top dose activity change, negative = inhibition, usual class: inhibitors. 0.008% of 240,000 active. AID 2107, 2009;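 note: 0% = enzyme with vehicle and -100% = no enzyme basal signal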
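Fluorogenic readout (Ex 365/Em 440 nm) of 4-methylumbelliferone released from 1 mM 4-MU-alpha-galactoside by spleen homogenate, 40 min at 37C, pH 5.0. Data normalized to no-enzyme and enzyme controls; Hill-equation AC50 from compound titrations.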
Tau fibril ThT = qHTS for Inhibitors of Tau Fibril Formation, Thioflavin T Binding; Microtubule-associated protein tau (Homo sapiens), P10636; Potency, µM (series often up to 57.4 µM), for inactives: top-dose activity, negative = inhibition, hits mostly inhibitors; recombinant tau K18 P301L, heparin-induced fibrillization, ThT fluorescence; 2.1% of 270,000 active; note: nearly all actives have a fitted effect of over 55% in size
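Recombinant human tau K18 fragment […] carrying P301L, 15 uM unlabeled plus 0.24 uM Alexa 594-labeled, was fibrillized with 20 uM heparin in 100 mM sodium acetate pH 7 for 6 hr at 37 C; 30 uM ThT fluorescence read after 1 hr.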
L3MBTL1 block = qHTS Assay for the Inhibitors of L3MBTL1 | AlphaScreen L3MBTL1–H3K9me1 peptide binding | Potency, µM (series often up to 57.1 µM), for inactives: at the highest dose activity, negative = inhibition, most hits filed as inhibitors | Lethal(3)malignant brain tumor-like protein 1 (Homo sapiens), Q9Y468 | 0.66% of 230,000 active; note: nearly all actives have a fitted effect of over 60% in size
Target sequence (Q9Y468 whole entry, looked up): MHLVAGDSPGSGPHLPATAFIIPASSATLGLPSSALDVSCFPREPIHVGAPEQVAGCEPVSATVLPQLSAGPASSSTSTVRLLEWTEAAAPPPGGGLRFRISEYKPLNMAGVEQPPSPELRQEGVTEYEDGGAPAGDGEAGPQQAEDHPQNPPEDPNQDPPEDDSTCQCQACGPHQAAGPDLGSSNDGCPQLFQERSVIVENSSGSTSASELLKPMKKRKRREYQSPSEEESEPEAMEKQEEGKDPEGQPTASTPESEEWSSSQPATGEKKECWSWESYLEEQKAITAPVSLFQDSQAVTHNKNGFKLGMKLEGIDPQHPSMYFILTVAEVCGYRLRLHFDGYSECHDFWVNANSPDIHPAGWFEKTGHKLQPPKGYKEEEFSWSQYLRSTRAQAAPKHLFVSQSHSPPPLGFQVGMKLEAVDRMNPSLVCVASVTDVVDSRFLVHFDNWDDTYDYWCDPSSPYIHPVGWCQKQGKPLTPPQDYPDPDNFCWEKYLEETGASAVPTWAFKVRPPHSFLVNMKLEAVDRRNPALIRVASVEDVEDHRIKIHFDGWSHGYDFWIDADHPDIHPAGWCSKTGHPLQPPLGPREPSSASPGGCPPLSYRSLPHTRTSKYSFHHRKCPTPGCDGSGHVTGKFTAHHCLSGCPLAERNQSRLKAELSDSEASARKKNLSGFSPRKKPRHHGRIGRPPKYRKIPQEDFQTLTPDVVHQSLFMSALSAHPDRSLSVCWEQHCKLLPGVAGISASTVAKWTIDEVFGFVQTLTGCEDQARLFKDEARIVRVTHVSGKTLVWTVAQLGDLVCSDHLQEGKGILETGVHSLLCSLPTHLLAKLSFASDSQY
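First, the protein-peptide complex forms for 30 min at room temperature (L3MBTL1 50 nM, biotinylated H3K9me1 peptide 75 nM). Next, compounds are pin-transferred and incubated 30 min. Finally, AlphaScreen beads are added and read after 30 min.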
TRb SRC2 PPI = qHTS for Inhibitors of the Interaction of Thyroid Hormone Receptor and Steroid Receptor Coregulator 2. AID 1469, 2008. TRbeta-SRC2 peptide binding, fluorescence polarization; receptor liganded with 1 µM T3. 0.065% of 280,000 active. Thyroid hormone receptor beta (Homo sapiens), P10828. Potency, µM (series often up to 106 µM), without a hit: at the highest dose activity change, negative = inhibition, usual class: inhibitors;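 note: plate controls were bound peptide for no effect and peptide without receptor for full effect; nearly all actives have a fitted effect of over 50% in size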
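Assay buffer: 20 mM Tris-HCl, 100 mM NaCl, 10% glycerol, 1 mM EDTA, 0.01% NP-40, 1 mM DTT, 1 uM T3, 5% DMSO; TRb LBD 0.6 uM, Texas Red SRC2 20 nM; FP after 5 hr.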
Tau fluor counter = Counterscreen qHTS for Inhibitors of Tau Fibril Formation, Fluorescence Polarization; tau K18 P301L Alexa594 fluorescence, heparin fibrillization; Potency, µM (top dose mostly 57.7 µM), for inactives: at the highest dose activity change, negative = decrease; 0.93% of 280,000 active; AID 1463, 2008; note: nearly all actives have a fitted effect of over 55% in size
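Human tau K18 P301L (15 uM unlabeled, 0.24 uM Alexa 594-labeled) in 100 mM sodium acetate pH 7 with 20 uM heparin, 6 hr at 37 C. ThT 30 uM added, 1 hr ambient; Alexa 594 FP and total fluorescence read at 555/632 nm.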
TexasRed fluor = Total Fluorescence Counterscreen for Inhibitors of the Interaction of Thyroid Hormone Receptor and Steroid Receptor Coregulator 2. Potency, µM (highest dose often 106 µM), without a hit: at the highest dose fluorescence change, negative = quenching. 0.29% of 280,000 active. TRb/SRC2 Texas Red total fluorescence interference. AID 1479, 2009; active = well fitted curve in either direction with a large enough effect; inconclusive = small, poorly fitted or top-dose-only effect
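Flags fluorescent or light-absorbing compounds by total fluorescence, S + 2P, at 555 nm excitation and 632 nm emission. Mixture: 20 nM Texas Red SRC2 peptide, 0.6 uM human TRb LBD, 1 uM T3, 5% DMSO; compound exposure 5 h at ambient temperature.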
ALDH1A1 inh = qHTS Assay for Inhibitors of Aldehyde Dehydrogenase 1 (ALDH1A1). Aldehyde dehydrogenase 1A1 (Homo sapiens), P00352. Potency, µM (top dose mostly 75.3 µM), for the others: top-dose activity, negative = inhibition, most hits filed as inhibitors. Purified ALDH1A1, NADH fluorescence, propionaldehyde substrate. AID 1030, 2008. 7.3% of 220,000 active; active = well fitted inhibition curve with a large enough effect, not every such curve was filed as active; inconclusive = small, poorly fitted or top-dose-only effect, or another doubt; inactive = no such curve, though single readings can be large or run the other way;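 note: plate controls were no enzyme wells and a reference inhibitor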
* = called active by the depositor; [ ] = another dose, or the depositor's remark. Unless noted, calls come from the whole dose curve; as a rule, active = well fitted curve in the direction sought with a large enough effect; inconclusive = small, poorly fitted or top-dose-only effect, or another doubt; inactive = no such curve, though single readings can be large; an effect the other way counts as inactive or inconclusive. Unless noted, % is set by controls: 0 for no effect and ±100 for the full control effect; potency is the fitted concentration of half-maximal effect.

`CN1CCN(C(=S)c2cn(Cc3ccc(F)cc3)c3ccccc23)CC1` gave Tau FP inhib 0%, GLA spleen mod -5%, Tau fibril ThT -9%, L3MBTL1 block -20%, TRb SRC2 PPI -3%, Tau fluor counter -18%, TexasRed fluor 2% and ALDH1A1 inh -7%.
c1ccc(-c2ccnc3nc(N4CCN(c5ccccc5)CC4)nn23)cc1 was read as Tau FP inhib 6%, GLA spleen mod -4%, Tau fibril ThT inconclusive, L3MBTL1 block -4%, TRb SRC2 PPI 3%, Tau fluor counter -12%, TexasRed fluor -1% and ALDH1A1 inh 8%.
Screening Cc1cccc(-n2c(SCc3ccc(C#N)cc3)nnc2-c2c[nH]c3ccccc23)c1 returned Tau FP inhib inconclusive, GLA spleen mod -1%, Tau fibril ThT -14%, L3MBTL1 block -13%, TRb SRC2 PPI 13%, Tau fluor counter inconclusive, TexasRed fluor -4% and ALDH1A1 inh -6%.
Screening CCCc1cc(=O)oc2cc(OCc3cccc(OC)c3)c(Cl)cc12 returned Tau FP inhib 1%, GLA spleen mod 3%, Tau fibril ThT -3%, L3MBTL1 block 8%, TRb SRC2 PPI -2%, Tau fluor counter 3%, TexasRed fluor -3% and ALDH1A1 inh 4%.
Screening Cc1cc(C)n(-c2ccc(C(=O)NC3=NCCS3)cc2)n1 returned Tau FP inhib 10%, GLA spleen mod -8%, Tau fibril ThT -14%, L3MBTL1 block 0%, TRb SRC2 PPI -5%, Tau fluor counter -14%, TexasRed fluor -1% and ALDH1A1 inh 1%.
For CC1=C(C(=O)Nc2cc(Cl)ccc2C)C2(CCCCC2)OC1=O the results were Tau FP inhib -9%, Tau fibril ThT -5%, TRb SRC2 PPI -11%, Tau fluor counter -14% and TexasRed fluor -3%.
Screening CC(C)N(C(=O)Cn1c(SCC(=O)NCc2ccc3c(c2)OCO3)nc2ccccc21)C(C)C returned Tau FP inhib 2%, GLA spleen mod 1%, Tau fibril ThT 6%, L3MBTL1 block 5%, TRb SRC2 PPI -9%, Tau fluor counter 3%, TexasRed fluor -3% and ALDH1A1 inh 5%.
For COc1cc(/C=N/NC(=O)c2cnccn2)cc(OC)c1OC the results were Tau FP inhib 5%, GLA spleen mod -1%, Tau fibril ThT 2%, L3MBTL1 block 1%, TRb SRC2 PPI -6%, Tau fluor counter -4%, TexasRed fluor -4% and ALDH1A1 inh -3%.
`COc1ccc(C(C2C(=O)CC(C)(C)CC2=O)C2C(=O)CC(C)(C)CC2=O)cc1COCC(F)(F)F` gave Tau FP inhib -3%, GLA spleen mod -5%, Tau fibril ThT inconclusive, L3MBTL1 block 1%, TRb SRC2 PPI -2%, Tau fluor counter -3%, TexasRed fluor -5% and ALDH1A1 inh inconclusive.
Screening CC1CCN(C(C(=O)Nc2ccc3c(c2)OCO3)c2ccccc2)CC1 (stereo not given) returned Tau FP inhib 1%, GLA spleen mod 7%, Tau fibril ThT -2%, L3MBTL1 block -3%, TRb SRC2 PPI -2%, Tau fluor counter -4%, TexasRed fluor 0% and ALDH1A1 inh inconclusive.
O=C(OCn1nnc2ccccc2c1=O)C1CCCCC1 was read as Tau FP inhib 0%, GLA spleen mod 12%, Tau fibril ThT -9%, L3MBTL1 block -1%, TRb SRC2 PPI 4%, Tau fluor counter -14%, TexasRed fluor 0% and ALDH1A1 inh 16µM*.
N#CCCN1CCN(C(=S)c2ccc(-c3ccc(Cl)cc3)o2)CC1 was read as Tau FP inhib 5%, GLA spleen mod -8%, Tau fibril ThT 20µM*, TRb SRC2 PPI -2%, Tau fluor counter -23%, TexasRed fluor -3% and ALDH1A1 inh 4.5µM*.
O=C(Cn1cc(C(F)(F)F)ccc1=O)N/N=C/c1cccc(Cl)c1Cl was read as Tau FP inhib 3%, GLA spleen mod 1%, Tau fibril ThT -6%, L3MBTL1 block 20%, TRb SRC2 PPI -12%, Tau fluor counter -10%, TexasRed fluor 0% and ALDH1A1 inh 2%.
For Cc1cccc(NC(=O)CSC(N)=O)c1C the results were Tau FP inhib inconclusive, GLA spleen mod 4%, Tau fibril ThT inconclusive, L3MBTL1 block -4%, TRb SRC2 PPI -6%, Tau fluor counter -14%, TexasRed fluor -1% and ALDH1A1 inh 7.1µM*.
`CCC(=O)N1CCc2cc(Br)cc(S(=O)(=O)CCC(=O)N(CC)CC)c21` gave Tau FP inhib 4%, GLA spleen mod 1%, Tau fibril ThT -3%, L3MBTL1 block 17%, TRb SRC2 PPI 1%, Tau fluor counter 0%, TexasRed fluor 0% and ALDH1A1 inh 10%.
For CS(=O)(=O)Nc1ccc(C2=NN(C(=O)c3ccco3)C(c3ccccc3F)C2)cc1 (stereo not given) the results were Tau FP inhib -7%, GLA spleen mod -21%, Tau fibril ThT -7%, TRb SRC2 PPI 2%, Tau fluor counter -18%, TexasRed fluor 2% and ALDH1A1 inh inconclusive.
`CCOC(=O)c1c(C)c(C(=O)NCc2ccccn2)c(C)n1C` gave Tau FP inhib 8%, GLA spleen mod 8%, Tau fibril ThT inconclusive, L3MBTL1 block -5%, TRb SRC2 PPI 3%, Tau fluor counter inconclusive, TexasRed fluor -9% and ALDH1A1 inh 9%.
For O=C(NCCc1ccccc1)C1CCN(c2nc3ccccc3nc2C(F)(F)F)CC1 the results were Tau FP inhib -8%, Tau fibril ThT -6%, TRb SRC2 PPI -4%, Tau fluor counter -9% and TexasRed fluor -2%.
O=C(Nc1cc(C(F)(F)F)ccc1N1CCOCC1)c1n[nH]c(=O)c2ccccc12 was read as Tau FP inhib -1%, GLA spleen mod -2%, Tau fibril ThT -1%, L3MBTL1 block 2%, TRb SRC2 PPI 4%, Tau fluor counter -22%, TexasRed fluor -1% and ALDH1A1 inh -1%.
`CCC(=O)Nc1nc2ccccc2n1CCN1CCOCC1` gave Tau FP inhib 0%, GLA spleen mod -1%, Tau fibril ThT -3%, L3MBTL1 block -2%, TRb SRC2 PPI -4%, Tau fluor counter -1%, TexasRed fluor -5% and ALDH1A1 inh 6%.
`CC(C)(C)C(=O)Cn1c(NCCCO)nc2ccccc21` gave Tau FP inhib 10%, GLA spleen mod 14%, Tau fibril ThT 3%, L3MBTL1 block 7%, TRb SRC2 PPI 6%, Tau fluor counter 6%, TexasRed fluor 4% and ALDH1A1 inh 9%.
COc1cc(C(=O)Nc2c(C(=O)Nc3ccccc3F)oc3ccccc23)cc(OC)c1OC was read as Tau FP inhib -9%, Tau fibril ThT 0%, TRb SRC2 PPI -8%, Tau fluor counter -25% and TexasRed fluor 0%.
COc1ccccc1NC(=O)COc1ccc(-c2nn(C)c(=O)c3ccccc23)cc1 was read as Tau FP inhib 4%, Tau fibril ThT inconclusive, TRb SRC2 PPI 0%, Tau fluor counter -16% and TexasRed fluor 5%.
For Cc1ccc(NN=Nc2nc3c([nH]2)c(=O)n(C)c(=O)n3C)cc1 the results were Tau FP inhib inconclusive, GLA spleen mod -8%, Tau fibril ThT 28µM*, L3MBTL1 block -8%, TRb SRC2 PPI 3%, Tau fluor counter -21%, TexasRed fluor -14% and ALDH1A1 inh 7.9µM*.
C=CCn1c(SCC(=O)NC(=O)NCCC)nnc1C1CCCCC1 was read as Tau FP inhib -1%, GLA spleen mod 19%, Tau fibril ThT 3%, L3MBTL1 block 5%, TRb SRC2 PPI -4%, Tau fluor counter -1%, TexasRed fluor -6% and ALDH1A1 inh 5.6µM*.
For CCCOc1cccc(NC(=O)c2c(-c3ccccc3)noc2C)c1 the results were Tau FP inhib -4%, GLA spleen mod 8%, Tau fibril ThT -4%, L3MBTL1 block -3%, TRb SRC2 PPI -8%, Tau fluor counter -15%, TexasRed fluor 1% and ALDH1A1 inh inconclusive.
O=C(/C=C/c1ccco1)NCC(=O)N/N=C/c1ccccc1[N+](=O)[O-] was read as Tau FP inhib 10%, GLA spleen mod 2%, Tau fibril ThT -12%, TRb SRC2 PPI 5%, Tau fluor counter -6%, TexasRed fluor -1% and ALDH1A1 inh -15%.
Cc1ccc(NC(=O)N2CCCC2C(=O)NCC2CCCO2)cc1 (stereo not given) was read as Tau FP inhib -8%, GLA spleen mod 7%, Tau fibril ThT -4%, L3MBTL1 block -2%, TRb SRC2 PPI -5%[53 µM], Tau fluor counter -7%, TexasRed fluor -2%[53 µM] and ALDH1A1 inh 7%.
`COCCCN1C(=O)c2ccc(C(=O)Nc3ccccc3OC)cc2C1=O` gave Tau FP inhib 7%, GLA spleen mod 7%, Tau fibril ThT -13%, TRb SRC2 PPI -14%, Tau fluor counter -4%, TexasRed fluor -2% and ALDH1A1 inh inconclusive.
O=C(NC(=S)Nc1ccccc1O)c1ccccc1Cl was read as Tau FP inhib 2%, GLA spleen mod -1%, Tau fibril ThT -7%, L3MBTL1 block -11%, TRb SRC2 PPI 2%, Tau fluor counter -13%, TexasRed fluor 3% and ALDH1A1 inh -16%.

3 structures out of the list, sorted by molecular weight, ascending.
For CCCOc1cccc(NC(=O)c2c(-c3ccccc3)noc2C)c1 the results were Tau FP inhib -4%, GLA spleen mod 8%, Tau fibril ThT -4%, L3MBTL1 block -3%, TRb SRC2 PPI -8%, Tau fluor counter -15%, TexasRed fluor 1% and ALDH1A1 inh inconclusive.
COc1ccccc1NC(=O)COc1ccc(-c2nn(C)c(=O)c3ccccc23)cc1 was read as Tau FP inhib 4%, Tau fibril ThT inconclusive, TRb SRC2 PPI 0%, Tau fluor counter -16% and TexasRed fluor 5%.
COc1cc(C(=O)Nc2c(C(=O)Nc3ccccc3F)oc3ccccc23)cc(OC)c1OC was read as Tau FP inhib -9%, Tau fibril ThT 0%, TRb SRC2 PPI -8%, Tau fluor counter -25% and TexasRed fluor 0%.

Assay outcomes from PubChem BioAssay.
